Screens: PubChem, National Center for Advancing Translational Sciences (NCATS)
rTrxR1 inhibitor – qHTS Assay for Inhibitors of Mammalian Selenoprotein Thioredoxin Reductase 1 (TrxR1): qHTS; 390,000 tested, 1% active; Potency, µM (highest dose often 114 µM), for inactives: at the top dose activity change, negative = inhibition, hits mostly inhibitors; recombinant rTrxR1, NADPH fluorescence consumption, selenite substrate; Thioredoxin reductase 1, cytoplasmic (Rattus norvegicus), O89049; note: potency is the fitted concentration of half-maximal effect; % is set by controls: 0 for no effect and ±100 for the full control effect; nearly all actives have a fitted effect of over 65% in size
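Rat TrxR1 (90 nM in the dispensed reagent) was pre-reduced with 400 uM NADPH for 5 min at room temperature, then incubated with compound for 15 min. After 400 uM selenite was added, NADPH fluorescence (Ex 340/Em 450 nm) was followed for 8 min.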
TRHR ag – qHTS for Small Molecule Agonists and Allosteric Enhancers of Human TRH Receptor: Primary Screen for Agonists; TRHR cells, calcium flux fluo-8, FDSS agonist mode; activation, % at 2 µM; 360,000 tested, 0.18% active; Thyrotropin-releasing hormone receptor (Homo sapiens), P34981; in the data active = activation above about 30%; note: 0% is about no effect
Target sequence (P34981 whole entry, looked up): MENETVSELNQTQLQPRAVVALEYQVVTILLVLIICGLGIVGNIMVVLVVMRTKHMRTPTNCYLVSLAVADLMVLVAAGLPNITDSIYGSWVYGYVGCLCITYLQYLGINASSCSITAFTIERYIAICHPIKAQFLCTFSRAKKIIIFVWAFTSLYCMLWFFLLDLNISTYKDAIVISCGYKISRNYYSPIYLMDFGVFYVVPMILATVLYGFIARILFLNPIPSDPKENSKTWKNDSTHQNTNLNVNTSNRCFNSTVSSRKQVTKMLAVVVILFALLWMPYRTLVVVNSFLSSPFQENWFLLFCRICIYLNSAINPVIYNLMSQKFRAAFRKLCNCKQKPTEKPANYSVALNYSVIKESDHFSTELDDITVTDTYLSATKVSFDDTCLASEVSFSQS
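Steps: seed TRHR cells overnight; add fluo-8 no-wash Ca dye, RT 30 min–1.5 h; record 10 s baseline; pin-transfer compounds; monitor fluorescence 1 cycle/s for the agonist window. Calcium increases flag candidate agonists.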
PI4K2A inh – qHTS for small molecular inhibitors of PI4K2A. purified PI4K2A, ADP-Glo luminescence, 1 h; active compounds read low. activity change, negative = inhibition, % at 76.9 µM. 420,000 tested, 0.13% active; in the data active = activity change below about -50%; inconclusive = mostly about -30% to -49%;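 note: -100% = wells without enzyme as full effect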
Target sequence (Q9BTU6 whole entry, looked up): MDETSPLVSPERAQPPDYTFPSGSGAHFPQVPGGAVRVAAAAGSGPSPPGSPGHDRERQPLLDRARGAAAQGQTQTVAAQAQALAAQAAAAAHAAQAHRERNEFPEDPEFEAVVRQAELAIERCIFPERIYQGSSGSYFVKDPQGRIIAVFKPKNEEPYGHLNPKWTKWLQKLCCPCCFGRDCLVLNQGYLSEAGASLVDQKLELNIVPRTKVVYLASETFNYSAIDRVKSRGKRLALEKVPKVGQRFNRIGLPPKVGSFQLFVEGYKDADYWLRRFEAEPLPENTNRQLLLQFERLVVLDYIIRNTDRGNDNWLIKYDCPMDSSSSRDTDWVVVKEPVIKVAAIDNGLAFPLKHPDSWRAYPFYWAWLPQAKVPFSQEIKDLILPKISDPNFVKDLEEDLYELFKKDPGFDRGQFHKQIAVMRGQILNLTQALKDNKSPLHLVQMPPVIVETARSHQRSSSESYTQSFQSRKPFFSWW
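PI4K2A activity was measured by ADP-Glo luminescence: enzyme (4 ug/mL stock) and phosphatidylinositol (1.2 mM stock) in Tris pH 7.5/MgCl2/EGTA/Triton X-100 buffer were reacted with ATP (300 microM stock) for one hour at ambient temperature.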
USP1 inh – Inhibitors of USP1/UAF1: Primary Screen | Ubiquitin carboxyl-terminal hydrolase 1 (Homo sapiens), O94782 | recombinant USP1/UAF1, Ub-Rhodamine cleavage fluorescence | Potency, µM (titrated, usually from 57.1 µM), for inactives: at the highest dose activity change, negative = inhibition, usual class: inhibitors | 390,000 tested, 0.23% active | AID 743255, 2014; note: potency is the fitted concentration of half-maximal effect; % is set by controls: 0 for no effect and ±100 for the full control effect; nearly all actives have a fitted effect of over 60% in size; inactives centre near -12
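USP1/UAF1 complex at 1 nM was preincubated with compound for 15 min at room temperature, then Ub-Rho substrate (150nM final) was added. Fluorescence (480/540 nm) was read kinetically, 6 reads every 60 seconds.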
TRHR PAM – qHTS for Small Molecule Agonists and Allosteric Enhancers of Human TRH Receptor: Primary Screen for Enhancers; TRHR cells, fluo-8 calcium fluorescence, EC20 TRH enhancement; enhancement, % at 2 µM; 360,000 tested, 0.66% active; Thyrotropin-releasing hormone receptor (Homo sapiens), P34981; in the data active = enhancement above about 30%; note: 0% is about no effect
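Enhancer read-out: after compound pinning and an initial kinetic agonist-mode read, an EC20 of TRH (10 nM final) was injected and fluo-8 calcium signal (Ex 480/Em 530) followed at 1 s/cycle for 100 cycles in TRHR-expressing cells.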
D2 antagonist – HTS Assay for Allosteric Antagonists of the Human D2 Dopamine Receptor: Primary Screen for Antagonists; D(2) dopamine receptor (Homo sapiens), P14416; HEK293 TREx D2 cells, calcium flux, dopamine EC80; inhibition, % at 10 µM; 340,000 tested, 2% active; AID 485344, 2010; in the data active = inhibition above about 30%; note: 0% is about no effect
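Overnight-induced (tetracycline, 30 C) HEK293 T-REx cells carrying force-coupled D2 receive a no-wash calcium dye, then compound, then EC80 dopamine at 180 s; signals are read kinetically throughout.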
TrxR1 substrate – qHTS Assay for Substrates of Mammalian Selenoprotein Thioredoxin Reductase 1 (TrxR1): qHTS; purified TrxR1 substrate turnover, NADPH consumption readout; Thioredoxin reductase 1, cytoplasmic (Rattus norvegicus), O89049; AID 588456, 2011; Potency, µM (doses to about 114 µM), for inactives: at the highest dose activity change, negative = substrate turnover; 390,000 tested, 0.01% active; note: potency is the fitted concentration of half-maximal effect; % is set by controls: 0 for no effect and ±100 for the full control effect; nearly all actives have a fitted effect of over 50% in size
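Rat TrxR1, dispensed at 90 nM, was prereduced with 400 uM NADPH (final) for 5 min at ~22 deg C, then incubated with compound 15 min before 400 uM selenite. A first-read NADPH fluorescence drop versus no-compound background flagged substrates.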
D2 ag – HTS Assay for Allosteric Agonists of the Human D2 Dopamine Receptor: Primary Screen for Agonists. HEK293 T-REx D2 cells, calcium flux agonist mode. activation, % at 2 µM. 340,000 tested, 0.53% active;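 active = activation over 3 SD above normal in the single-dose calcium agonist read, cut at about 30% in these data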; note: 0% is about no effect
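Tetracycline-induced HEK293 T-REx cells with force-coupled D2 receptor, plated overnight at 30 C, loaded with no-wash calcium dye. After a 10 s baseline, compound was pin-added and calcium flux read kinetically for 180 s; calcium rises flagged agonists.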
mIDH1 inhibitor – qHTS for Inhibitors of mutant isocitrate dehydrogenase 1 (IDH1): qHTS | IDH1-R132H enzyme, NADPH consumption, diaphorase/resazurin fluorescence | Potency, µM (highest dose often 76.6 µM), for the others: at the top dose activity change, negative = inhibition, actives largely listed as inhibitors | 390,000 tested, 0.093% active | AID 602179, 2012; note: potency is the fitted concentration of half-maximal effect; % is set by controls: 0 for no effect and ±100 for the full control effect; nearly all actives have a fitted effect of over 65% in size
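IDH1-R132H (0.5 ug/mL) preincubated 30 min with compound, then NADPH (0.016 mM) and alpha-KG (2 mM) added; 80 min at RT, pH 7.5. Remaining NADPH coupled via diaphorase/resazurin to fluorescence (540/590 nm); concentration-response curves normalized to no-enzyme control.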
Active calls of the source: *; ? = inconclusive; · = no result given; [ ] = remark or other dose. Unless noted, calls come from the whole dose curve; as a rule, active = well fitted inhibition curve with a large enough effect; inconclusive = small, poorly fitted or top-dose-only effect; inactive = no such curve, though single readings can be large or run the other way.

SMILES	rTrxR1 inhibitor	TRHR ag	PI4K2A inh	USP1 inh	TRHR PAM	D2 antagonist	TrxR1 substrate	D2 ag	mIDH1 inhibitor
Cc1nn(CC(=O)NCc2cccc3ccccc23)c(=O)c2ccccc12	7%[57.1 µM]	-0.4	-8	-1%	20	16	9%[57.1 µM]	-0.4	-1%
COc1cc(OC)cc(-c2nc3nc(C)c(CCC(=O)Nc4ccccc4)c(C)n3n2)c1	42%[activator]	0.2	-11	-12%	5	·	9%	·	3%
CC(C)(C)OC(=O)C[C@@H]1C/C=C\C[C@H](CC(=O)NCCO)C(=O)NC[C@@H](c2ccccc2)OC1=O	3%[57.1 µM]	·	-4	-10%	·	·	4%[57.1 µM]	·	-2%
Nc1ccc(S(=O)(=O)c2ccc(Cl)cc2)cc1	-20%	0.4	-1	6%	2	2	-6%	0.4	4%
CC1=CC(=O)N(c2ccc(C)cc2)C1c1ccc(Cl)cc1 (stereo unspecified)	-7%	-0.9	0	-9%	0	-6	-8%	1.2	3%
COC(=O)c1ccc(Nc2nnc(-c3ccc(C)c(S(=O)(=O)N4CCN(C)CC4)c3)c3ccccc23)cc1	2%	-0.1	0	10%	4	·	3%	-1.7	-8%
CCOc1ccc(C(=O)OCCCN(C)C)cc1	-1%	0.4	8	-10%	4	2	-5%	-0.3	3%
O=C(NC1CCCCC1)N1CCNCC1	16%[2.29 µM]	0.0	4	-12%	0	-3	10%[2.29 µM]	1.3	-5%
CCCS(=O)(=O)N1CCN(C2Cc3ccccc3C2)CC1	8%	-1.0	0	-11%	12	-12	1%	-2.1	-8%
C=C(C)c1cccc(C(C)(C)NC(=O)NCCCn2ccnc2)c1	-24%	-0.2	0	-6%	-6	1	-7%	-0.6	2%
O=C(Nc1ccccc1)c1cc2c(-c3ccccc3)nn(-c3ccccc3)c2s1	25%	0.9	4	?	-2	·	13%	1.4	-5%
COc1ccc(-c2nc3scc(CCNS(=O)(=O)c4ccccc4F)n3n2)cc1	6%[57.1 µM]	0.2	-5	-25%	-1	·	0%[57.1 µM]	0.3	5%
NC(=S)NC1CC2CC1C1C=CCC21 (stereo unspecified)	3%[57.1 µM]	-2.0	-2	-13%	1	23	-19%[57.1 µM]	-0.9	1%
CC1CCN(c2ccccc2NC(=O)c2ccc(Br)o2)CC1	-5%	0.1	2	-11%	-6	-2	-8%	0.0	2%
O=C(COc1ccc2ccc(=O)oc2c1)Nc1ccc2c(c1)OCCO2	-14%	-0.6	-2	-11%	0	-7	3%	0.8	-1%
Cc1noc(C)c1S(=O)(=O)N1CCCC(C(=O)Nc2cccnc2)C1 (stereo unspecified)	7%	-0.8	8	-16%	2	-6	2%	0.0	8%
Cc1ccc(/C(O)=C2/C(=O)C(=O)N(CC(=O)O)C2c2ccc([N+](=O)[O-])cc2)cc1 (stereo unspecified)	?	0.2	3	-17%	1	4	-20%	-0.1	-7%
O=C(Cc1ccc(-c2ccccc2)cc1)NCCS(=O)(=O)N1CCN(c2ccc(F)cc2)CC1	19%[57.1 µM]	0.3	5	-24%	-1	·	-2%[57.1 µM]	0.9	-12%
COCCCNC(=O)CCc1c(C)nc2c(c(C)nn2-c2ccccc2)c1C	18%	0.0	1	-3%	-2	-1	73%[activator]	0.3	16%
Cc1cc(C)n2nc(C(=O)OCC(=O)N(C)CC(=O)Nc3ccc(F)cc3)nc2n1	17%	-1.4	2	-15%	8	7	2%	-0.9	17%
CSc1ccc(/C=N/N2CCN(Cc3ccc(Cl)cc3)CC2)cc1	15%	-0.1	0	-4%	6	2	-8%	-0.2	-4%
CCc1cccc(CC)c1NC(=O)C1CN(S(=O)(=O)c2ccccc2)CCN1S(=O)(=O)c1ccccc1 (stereo unspecified)	3%	0.6	-4	-23%	-14	1	-3%	0.9	7%
Cc1cc(C)cc(OCC(=O)N(Cc2ccco2)c2c(N)n(Cc3ccccc3)c(=O)[nH]c2=O)c1	-21%	0.4	2	-11%	3	16	9%	0.6	0%
CCCCCCCCOC(=O)CCn1[nH]c(=O)c2ccccc2c1=O	2%	-0.5	-6	-15%	8	-2	-4%[57.1 µM]	0.4	-10%
COc1cc(OC)c(NC(=O)CCc2ccccc2)cc1Cl	11%[57.1 µM]	-0.5	0	-19%	-9	27	16%[57.1 µM]	-0.5	19%
NC(=O)c1cc([N+](=O)[O-])ccc1N1CCN(Cc2ccccc2)CC1	11%	-0.3	-4	-24%	-2	-10	-3%	-0.6	-1%
COc1ccc(C(=O)CCC(=O)NCCc2ccccc2F)cc1	1%[57.1 µM]	0.3	-13	13%	19	-2	11%[57.1 µM]	-0.3	22%
CC(C)(C)C(=O)NC(=S)N1CCc2ccccc21	-8%	-0.1	-2	-8%	1	-5	-8%	0.8	1%
O=C(CCCOc1ccccc1)N1CCN(S(=O)(=O)c2cccc(F)c2)CC1	-1%	0.4	4	-7%	-1	2	-5%	1.2	7%
Cc1ccc(/C=C/C(=O)OCC(=O)Nc2ccccc2Sc2ccccc2)cc1	18%	2.4	2	4%	-14	·	8%[11.4 µM]	·	5%
Cc1ccc(C)c(NC(=O)CN(C)C(=O)Cc2coc3cc(C)c(C)cc23)c1	0%[57.1 µM]	0.0	0	-7%	21	·	0%[57.1 µM]	·	6%
CCC(=O)OCCn1c(=O)c2cc3c(=O)n(CCOC(=O)CC)c(=O)c3cc2c1=O	15%	0.5	-2	-8%	2	8	-5%	0.0	5%
CC(=O)N1c2ccc(S(=O)(=O)N3CCC(C(=O)NCc4ccc(C)cc4)CC3)cc2CC1C (stereo unspecified)	-6%	-0.7	6	-11%	0	-1	-4%	0.0	-4%
Cc1cc(OCC(=O)NC(Cc2c[nH]c3ccccc23)C(=O)O)ccc1Cl (stereo unspecified)	7%	-0.6	0	-12%	5	·	14%	-0.6	·
O=C(CCS(=O)(=O)c1ccccc1)N(CCCN1CCOCC1)c1nc2c(F)cccc2s1	3.2µM*	0.3	6	-2%	-6	17	-10%	0.2	-1%
O=C(CSc1nc2ccccc2c(=O)[nH]1)c1ccccc1	22%	-0.7	4	-18%	1	4	9%	-0.2	1%
CCC(=O)Nc1ccc(C2=Nn3c(nnc3C(C)C)SC2)cc1	2%	-0.7	0	-18%	0	23	-1%	-0.4	0%
CCOC(=O)C1CCN(C(=O)COC(=O)c2cc([N+](=O)[O-])ccc2N2CCOCC2)CC1	-16%	-0.2	-2	?	18	12	-14%	-0.3	7%
NC(=O)c1ccccc1NC(=O)CN1CCN(Cc2ccccc2)CC1	14%	0.3	6	-14%	-1	-2	-2%	0.2	-3%
COC(=O)Cc1c(C)c2c(O)cc(C)cc2oc1=O	2%	-0.3	-3	8%	7	4	13%	-0.1	-1%
O=S(=O)(Cc1ccccc1)Cc1cnc(Cl)s1	3%[57.1 µM]	-0.5	1	-18%	6	-16	9%[57.1 µM]	0.6	0%
COc1ccccc1CNC(=O)CCCNS(=O)(=O)c1cccc2nsnc12	-12%	-0.1	-15	-4%	-27	42*	-12%	0.2	10%
CN(C(=O)c1ccccc1C(=O)OCC(=O)NC(=O)NC(C)(C)C)C1CCCCC1	19%[57.1 µM]	1.6	3	-1%	-2	-7	-14%[57.1 µM]	0.1	7%
Cc1ccc2oc(-c3cccc(N)c3)nc2c1	16%[57.1 µM]	0.1	-14	-8%	4	6	65%[activator][57.1 µM]	-0.3	12%
Cc1nn2c(=O)cc(COC(=O)c3cccc(NC(=O)COc4ccccc4Cl)c3)nc2s1	13%[57.1 µM]	0.6	4	-6%	-2	·	2%[57.1 µM]	·	-8%
CSc1ncc(C(=O)Nc2ccccc2C)c(C)n1	4%	0.2	-5	-5%	5	11	3%	0.4	7%
O=C(NC1CC1)C1CC(=O)N(c2cccc(Cl)c2Cl)C1 (stereo unspecified)	18%	-0.8	4	-17%	-1	-10	4%	-0.1	13%
Cc1cccc(N2CCN(C(=O)/C=C/c3cccs3)CC2C)c1 (stereo unspecified)	0%	-0.3	5	-16%	-6	5	-6%	-0.4	-7%

Single records, as listed above.
CCC(=O)OCCn1c(=O)c2cc3c(=O)n(CCOC(=O)CC)c(=O)c3cc2c1=O in the list: rTrxR1 inhibitor: 15%; TRHR ag: 0.5; PI4K2A inh: -2; USP1 inh: -8%; TRHR PAM: 2; D2 antagonist: 8; TrxR1 substrate: -5%; D2 ag: 0.0; mIDH1 inhibitor: 5%
NC(=S)NC1CC2CC1C1C=CCC21 (stereo unspecified) in the list: rTrxR1 inhibitor: 3%[57.1 µM]; TRHR ag: -2.0; PI4K2A inh: -2; USP1 inh: -13%; TRHR PAM: 1; D2 antagonist: 23; TrxR1 substrate: -19%[57.1 µM]; D2 ag: -0.9; mIDH1 inhibitor: 1%
Cc1ccc2oc(-c3cccc(N)c3)nc2c1 in the list: rTrxR1 inhibitor: 16%[57.1 µM]; TRHR ag: 0.1; PI4K2A inh: -14; USP1 inh: -8%; TRHR PAM: 4; D2 antagonist: 6; TrxR1 substrate: 65%[activator][57.1 µM]; D2 ag: -0.3; mIDH1 inhibitor: 12%
